Screens: PubChem, several laboratories
Mcl1 Bid PPI = Mcl-1/Bid binding inhibitors, primary screen, biochemical, TR-FRET, 1536-well | inhibition, % at 21.7 µM | AID 1021, 2008 | TR-FRET Mcl-1/Bid-Dy647 peptide binding | 220,000 compounds, 0.97% hits | Induced myeloid leukemia cell differentiation protein Mcl-1 (Homo sapiens), Q07820;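 active = compounds that cut the binding signal by more than half at the single screening dose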;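 note: His-tagged Mcl-1 with europium anti-His antibody binding Bid BH3 peptide; 0% = Mcl-1 plus peptide wells and 100% = peptide-only wells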
Target sequence (Q07820 whole entry, looked up): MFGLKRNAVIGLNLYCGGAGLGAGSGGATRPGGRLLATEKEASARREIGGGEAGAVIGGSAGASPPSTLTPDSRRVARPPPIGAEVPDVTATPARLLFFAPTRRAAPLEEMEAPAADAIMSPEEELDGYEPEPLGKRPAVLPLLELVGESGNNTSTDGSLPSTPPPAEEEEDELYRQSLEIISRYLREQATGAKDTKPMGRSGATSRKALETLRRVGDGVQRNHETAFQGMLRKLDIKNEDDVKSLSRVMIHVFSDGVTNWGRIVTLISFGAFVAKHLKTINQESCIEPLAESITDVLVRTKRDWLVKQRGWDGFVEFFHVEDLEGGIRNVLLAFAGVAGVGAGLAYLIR
HRas wt GTP = modulators of GTP binding to HRas wildtype, primary screen, biochemical, bead-based flow cytometry, multiplex; GTPase HRas (Homo sapiens), P01112; 190,000 compounds, 0.14% hits; GST-Ras wt beads, Bodipy-FL-GTP binding; actives lie on both sides; GTP binding activity, % at 10 µM; AID 759, 2007;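 active = GTP binding activity at least 20% away from the 100% baseline, either lowered as inhibitor or raised as activator; inconclusive = flagged as likely green fluorescent, judged across all proteins in the well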;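 note: 0% = unlabeled GTP competition control and 100% = no-compound control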
Target sequence (P01112 whole entry, looked up): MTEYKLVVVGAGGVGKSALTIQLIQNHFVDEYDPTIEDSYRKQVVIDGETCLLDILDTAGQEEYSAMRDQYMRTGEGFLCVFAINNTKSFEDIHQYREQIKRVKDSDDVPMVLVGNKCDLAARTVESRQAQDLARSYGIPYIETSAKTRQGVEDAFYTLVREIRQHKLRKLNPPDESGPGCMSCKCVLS
Rab7 wt modul = modulators of GTP binding to Rab7, primary screen, biochemical, wildtype, multiplex bead flow cytometry. Rab7 GTPase wild type (dog), Bodipy-FL-GTP binding. GST-Rab7 beads, fluorescent GTP binding; actives lie on both sides; untreated = 100%, excess cold GTP = 0%. GTP binding activity (percent of control), % at 10 µM. 190,000 compounds, 0.055% hits. AID 758, 2007;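 active = fluorescent GTP binding to Rab7 beads changed by at least 20 points from the 100% baseline, either direction, mostly lower; inconclusive = compound itself probably fluorescent, or too few beads counted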;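 note: median green fluorescence of bound Bodipy-FL-GTP per Rab7 bead population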
Cdc42 wt = modulators of GTP binding to wildtype Cdc42, primary screen, biochemical, multiplex bead flow cytometry, Bodipy-GTP. 190,000 compounds, 0.2% hits. GST-Cdc42 beads; actives lie on both sides. percent activity (GTP binding), % at 10 µM. Cell division control protein 42 homolog (Homo sapiens), P60953;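 active = percent activity GTP binding at least 20 points away from the 100% baseline, either down as inhibitor or up as activator; inconclusive = compound flagged as likely green fluorescent from well-wide comparison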;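 note: median bead fluorescence of bound Bodipy-FL-GTP at 100 nM; 0% = excess unlabeled GTP control and 100% = no compound control; below 100% means less GTP binding so inhibitor and above means activator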
Target sequence (P60953 whole entry, looked up): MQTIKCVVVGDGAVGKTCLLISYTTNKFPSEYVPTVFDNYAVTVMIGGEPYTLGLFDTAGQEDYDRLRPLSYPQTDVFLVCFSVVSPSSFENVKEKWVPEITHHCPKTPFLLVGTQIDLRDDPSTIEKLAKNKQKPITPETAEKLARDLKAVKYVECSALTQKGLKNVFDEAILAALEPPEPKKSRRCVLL
Rac1 wt GTP bind = wildtype Rac1 GTP binding modulators, primary screen, biochemical, GST-Rac1 beads, flow cytometry, multiplex; Ras-related C3 botulinum toxin substrate 1 (Homo sapiens), P63000; fluorescent GTP binding; actives lie on both sides; 0 = cold GTP competed, 100 = untreated; GTP binding activity (% of control), % at 10 µM; 190,000 compounds, 0.27% hits; AID 757, 2007;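 active = GTP binding activity at least 20 points away from the 100% control level, either lower or higher; inconclusive = compound flagged as likely green fluorescent, judged across all proteins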
Pf gamet viab = late stage P. falciparum gametocyte viability inhibitors, primary screen, ATP luminescence, HTS. AID 743093, 2013. inhibition, % at 10.9 µM. 150,000 compounds, 0.065% hits. P. falciparum stage V gametocytes, 24 h;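 active = inhibition above the mean plus 3 SD of compounds within the control limits, set per campaign, cut at about 38% in these data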;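 note: 0% = DMSO wells and 100% = medium only without gametocytes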
GSH fluor = compound fluorescence on glutathione beads, profiling panel, artefact control, biophysical, 488/530 nm, flow cytometry | GSH beads flow cytometry, compound fluorescence 488/530 nm; hits give high values | fluorescence (KMESF) at 10 µM | 190,000 compounds, 0.25% hits; in the data active = fluorescence above about 89;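 note: glutathione beads carrying GST-tagged Bcl family fusion proteins plus one bare bead set; values are compound well signal with DMSO vehicle wells as background; inactives centre near 16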
Mcl1-Noxa inh = Mcl-1/Noxa binding inhibitors, primary screen, biochemical, TR-FRET, 1536-well. TR-FRET Mcl-1/Noxa peptide binding, 2 h. Induced myeloid leukemia cell differentiation protein Mcl-1 (Homo sapiens), Q07820. 220,000 compounds, 1.5% hits. inhibition, % at 21.7 µM. AID 1022, 2008;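 active = compounds that cut the protein-peptide binding signal by more than 50% relative to plate controls in a single-dose test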;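 note: His-tagged Mcl-1 with rhodamine Noxa BH3 peptide and terbium anti-His antibody; 0% = Mcl-1 plus Noxa peptide wells and 100% = peptide-only wells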
Avidin fluor = green autofluorescence of compounds with avidin beads – biophysical, 488/530 nm, flow cytometry, artefact control, profiling panel. compound fluorescence 488/530 nm; hits give high values. fluorescence (KMESF) at 10 µM. 220,000 compounds, 0.38% hits; in the data active = fluorescence above about 47; note: inactives centre near 10
Rab2A wt mod = modulators of GTP binding to Rab2A wildtype, primary screen, biochemical, dog, bead-based flow cytometry, multiplex; GTP binding activity, % at 10 µM; Ras-related protein Rab-2A (Canis lupus familiaris), P61105; 190,000 compounds, 0.19% hits; GST-Rab2 wt beads, Bodipy-GTP binding;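 active = GTP binding activity at least 20 points away from 100%, either lowered or raised; inconclusive = signal likely due to the compound's own green fluorescence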;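 note: 0% = beads with excess unlabeled GTP and 100% = no-compound control corrected for plate trend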
Rac1 act GTP bind = GTP binding modulators of activated mutant Rac1, primary screen, biochemical, bead-based flow cytometry, multiplex, fluorescent GTP; percent activity (GTP binding), % at 10 µM; GST-Rac1 activated beads; actives lie on both sides; 100% means binding = to untreated wells; 190,000 compounds, 0.11% hits; AID 764, 2007;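 active = GTP binding at least 20 percentage points away from the 100% baseline, in either direction, so actives lie on both sides; inconclusive = Compound likely fluorescent itself, or too few beads counted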
An asterisk follows results filed as active; ? = inconclusive; nt = not tested or not shown.

SMILES	Mcl1 Bid PPI	HRas wt GTP	Rab7 wt modul	Cdc42 wt	Rac1 wt GTP bind	Pf gamet viab	GSH fluor	Mcl1-Noxa inh	Avidin fluor	Rab2A wt mod	Rac1 act GTP bind
Cc1ccc(C(=O)Cn2cnc3ccccc3c2=O)cc1	3	99	90	103	103	10	15	0	7	100	100
CCSc1nnc(NC(=O)CSc2nncc(=O)n2N)s1	-34	95	96	93	100	9	15	20	11	96	91
COC(=O)c1ccc(/C=N/OCC(=O)NCCc2ccc(OC)c(OC)c2)cc1	-25	99	105	99	100	24	11	15	24	102	97
CCOC(=O)c1ccccc1NC(=O)COC(=O)C(CC(C)C)NC(N)=O (stereo not given)	-24	97	100	97	100	nt	12	-11	23	96	95
COc1ccc(NC(=O)c2ccccc2NC(=O)CSc2ccc(C)cc2)cc1	-9	99	98	99	100	5	5	-18	7	99	98
CC(C)C(OC(=O)c1cc2c(s1)CCCCC2)C(=O)NC(N)=O (stereo not given)	12	100	98	102	105	-6	11	14	10	101	99
CC(=O)C1CCN(Cc2ccccc2)CC1	-30	98	96	99	104	4	11	10	8	99	101
COc1ccc(C2c3c(ccc4ccccc34)Oc3ncn4nc(Cc5ccc(OC)c(OC)c5)nc4c32)cc1 (stereo not given)	14	102	98	104	106	nt	20	-45	13	100	103
CCC1c2ccc(C)n2CCN1C(=O)Nc1cc(Cl)ccc1OC (stereo not given)	-34	101	99	105	111	nt	25	-4	36	102	102
CCCn1nnnc1SCC(=O)NCc1ccc2c(c1)OCO2	-12	94	93	92	95	nt	22	-15	34	95	91
Cc1nnc(SCC(=O)N(C(C)C)C(C)C)nc1C	-23	105	101	104	103	nt	24	18	12	104	102
CN(C)CCOCCOc1ccc(Cl)c2ccccc12	-6	105	104	102	105	10	19	24	7	106	101
CCc1ccc(N=CC23c4ccccc4C(c4ccccc42)C2C(=O)N(c4ccc(OC)cc4)C(=O)C23)cc1 (stereo not given)	-49	102	95	101	100	nt	8	13	12	97	99
CC(=O)NC1=NN(C(C)=O)C(C)(c2cccs2)S1 (stereo not given)	0	102	99	101	106	nt	22	14	22	101	100
O=C(CS(=O)(=O)c1c[nH]c2ccccc12)NC1CCCCC1	-4	103	102	104	105	nt	26	18	7	104	101
Cc1nnc(NC(=O)CSc2cn(CCNC(=O)c3ccccc3)c3ccccc23)s1	-14	98	99	98	100	nt	19	33	9	98	98
COc1ccc(CNC(=O)/C(C)=C\C(=O)O)cc1	5	103	106	105	106	nt	10	10	13	104	98
O=C(CN1C(=O)NC2NC(=O)NC21)N/N=C/c1ccccc1F (stereo not given)	-9	97	97	98	100	nt	58	15	28	100	95
CC(C)(C)C(=O)NC1CCN(S(C)(=O)=O)CC1	58*	98	99	98	103	-3	14	40	16	98	99
COc1ccc(OC)c(S(=O)(=O)Nc2ccccc2C(=O)O)c1	0	106	103	103	102	nt	17	-15	11	107	102
Cc1ccc(N(Cc2ccco2)C(=O)c2ccc(N3CCCCC3)c([N+](=O)[O-])c2)cc1	-1	100	100	102	107	nt	10	4	13	100	98
O=C(NCc1ccccc1)c1ccc(CS(=O)(=O)Cc2ccccc2F)o1	-15	100	101	98	100	8	14	-9	14	99	96
CCOP(=O)(OCC)c1nc(-c2cccc3ccccc23)oc1N1CCOCC1	27	104	105	105	103	-3	5	10	2	102	102
Cc1cc(C)c(NC(=O)Cn2nc(-c3ccccc3)nc2-c2ccccc2)c(C)c1	13	102	104	98	104	17	10	8	6	99	101
O=C1Nc2ccc(S(=O)(=O)N3CCCC3)c3ccc(S(=O)(=O)N4CCCC4)c1c23	-4	100	99	99	101	-19	21	11	37	98	97

(listing goes on)
SMILES	Mcl1 Bid PPI	HRas wt GTP	Rab7 wt modul	Cdc42 wt	Rac1 wt GTP bind	Pf gamet viab	GSH fluor	Mcl1-Noxa inh	Avidin fluor	Rab2A wt mod	Rac1 act GTP bind
COc1ccccc1C/C(N)=N/OC(=O)COc1ccc2ccccc2c1	-13	?	?	?	?	nt	12	-2	34	?	?
CCOC(=O)C1CCCN(C(=O)c2ccc(Cl)c(S(=O)(=O)N3CCCCCC3)c2)C1 (stereo not given)	-3	99	107	97	98	20	12	-2	7	100	96
FC(F)(F)c1cccc(Cn2cnc(NC(=S)NCCc3ccccc3)n2)c1	-18	99	113	98	101	17	13	5	10	102	97
O=C(/C=C\c1ccccc1OC(=O)c1ccccc1F)c1cc2ccccc2o1	-27	97	98	98	105	-2	16	-4	15	95	97
CSC1=NCCN1C(=O)COc1ccc2ccccc2c1	-5	100	99	104	106	nt	18	7	7	102	100
COCCNC(=O)CS(=O)(=O)Cc1nc(-c2ccc(C)cc2)oc1C	-12	104	100	106	105	nt	16	1	22	105	103
COC(=O)c1cccc(NC(=O)CCCOc2ccccc2)c1	-10	100	101	101	100	nt	10	-15	9	101	97
COc1ccc(C(=O)Nc2c(F)c(F)c(F)c(F)c2F)c(OC)c1	-13	96	99	97	97	nt	25	-7	7	97	96
CC1=NC(=O)C(N=Nc2cccc(O)c2)N1c1ccccc1 (stereo not given)	-33	100	103	100	101	nt	5	10	6	97	97
O=c1c2ccccc2ncn1-c1ccccc1F	-6	98	96	95	99	-15	11	21	9	96	95
COc1ccc(-c2[nH]n(-c3ccc([N+](=O)[O-])cc3)c(=O)c2C=NCC2CCCO2)cc1 (stereo not given)	-15	98	104	97	101	-23	12	-2	4	97	94
Cc1c(Cl)cccc1Nc1nc(N)nc(CN2CCc3ccccc3C2)n1	-3	102	99	102	106	nt	27	20	4	100	101
Cc1ccc(-n2c3c(c(=O)[nH]c2=O)C(NS(=O)(=O)c2ccc(Cl)cc2)(C(F)(F)F)C(=O)N3)cc1 (stereo not given)	-55	93	94	94	94	1	11	54*	10	93	91
COc1ccc(C)cc1NC(=S)NNC(=O)c1ccccc1Cl	-60	95	95	98	94	16	21	-51	7	94	94
Cc1cccc(OCCCn2c(=O)oc3ccccc32)c1	-35	97	104	97	99	1	10	9	9	97	95
COc1ccc(NC(=O)/C(N=Nc2cc(S(=O)(=O)Nc3ccc(OC)cc3)ccc2OC)=C(\C)O)cc1	-3	96	96	98	105	-4	15	15	10	99	94
Cc1ccc2cc(C)c3nnc(SCC(=O)NCc4ccco4)n3c2c1	-10	95	92	97	95	nt	19	5	26	92	96
CCCc1ccc(-c2csc(NC(=O)Cc3cccs3)n2)cc1	-21	103	102	102	105	nt	35	-1	13	102	101
O=C(NC1CCCCCC1)c1cccnc1Sc1ccc(Cl)cc1	-7	102	101	99	103	nt	17	12	2	98	99
Cc1nn(C(=O)CCCn2cc([N+](=O)[O-])cn2)c(C)c1Cl	-27	100	104	100	100	-12	14	-8	11	100	97
Cc1ccc(C(C(=O)NC2CCCCC2)N(CC2CCCO2)C(=O)CNC(=O)c2cccs2)cc1 (stereo not given)	2	102	98	104	103	nt	15	-3	32	100	101
COc1ccc(Cc2noc(CN(C)Cc3ccc(-n4cccn4)cc3)n2)cc1OC	-8	97	97	96	99	-1	9	0	12	97	96
CCOc1cc(C(=O)CSc2nnc(CNc3ccc(Cl)cc3)o2)ccc1NC(=O)CC	-18	100	99	102	105	nt	4	0	7	100	101
CCc1cc2c(=O)[nH]c(CC(N)=O)nc2s1	-7	97	99	99	97	-3	14	6	9	97	96
CN(C)CCNc1oc(/C=C/c2ccccc2)nc1C#N	-14	98	100	101	103	-24	12	1	11	102	98

More entries:
SMILES	Mcl1 Bid PPI	HRas wt GTP	Rab7 wt modul	Cdc42 wt	Rac1 wt GTP bind	Pf gamet viab	GSH fluor	Mcl1-Noxa inh	Avidin fluor	Rab2A wt mod	Rac1 act GTP bind
O=C1c2ccccc2-c2onc3ccc(NCCCn4ccnc4)c1c23	60*	91	96	90	91	nt	-1	-281	17	92	90
Cc1cc(C(=O)COC(=O)c2cc(O)c3ccccc3c2O)c(C)n1CC1CCCO1 (stereo not given)	37	95	105	96	96	nt	14	99*	8	95	92
O=C(CCCc1ccccc1)Nc1cccnc1	5	98	98	100	99	-4	5	7	6	98	97
CCOc1ccc2nc(N3CCC(C(=O)Nc4nnc(CC)s4)CC3)sc2c1	-6	101	99	100	103	nt	26	4	6	99	97
COCCN(C(=O)C1CC1)c1nnc(-c2ccc(C)cc2)s1	17	103	101	107	107	nt	20	11	34	104	102
Cc1ccc(-n2cccc2C(=S)N=P(N(C)C)(N(C)C)N(C)C)cc1	-9	101	100	100	103	nt	22	14	28	100	96
CC(C)(C)Sc1ccc(N)nc1	16	101	98	103	106	13	40	9	7	100	99
CCOC(=O)N1CCN(c2cc(C)c(C(C)=O)cc2F)CC1	-19	100	100	99	105	-43	13	38	10	98	98
COc1ccccc1C(=O)Nc1ccc(Oc2nnc(-c3ccc(C)cc3)c3ccccc23)cc1	-3	103	99	100	102	-36	18	1	13	99	100
Cc1ccc(OCC(=O)N/N=C\c2cn(Cc3ccccc3)c3ccccc23)cc1C	2	99	95	102	102	-9	11	-4	8	97	98
COc1ccc(S(=O)(=O)/N=C2/NC(=O)/C(=C/c3ccco3)S2)cc1	-40	95	95	96	97	21	11	9	13	93	96
COc1cc2c(C(=O)NCCCN3CCN(c4cccc(Cl)c4)CC3)cn(C)c(=O)c2cc1OC	-20	98	97	100	99	33	32	25	8	98	97
Cc1ccc(SCC(=O)NCCCc2ccccc2)cc1	-15	92	99	93	97	-4	19	-4	9	95	89
O=C1/C(=C/Nc2ccc3c(c2)OCO3)CCc2ccccc21	-106	102	103	103	106	nt	42	18	4	103	99
CCc1nnc(NC(=O)CN2C(=O)CCC2=O)s1	-9	101	97	102	103	-5	13	11	17	100	101
Cc1ccccc1NC(=O)c1ccc(Cl)c(NC(=O)c2cccnc2)c1	-15	97	98	90	95	-11	15	-7	10	97	93
CCOc1cc(/C=N/NC(=O)C(N)=O)cc(Br)c1O	-46	92	93	94	94	nt	17	48	9	94	93
O=C(OCCN1CCCC1=O)c1cc(F)c(F)c(F)c1F	3	99	98	102	103	14	15	9	6	99	101
CCC(Sc1nc2ccccc2o1)C(=O)O (stereo not given)	-20	96	98	96	100	-16	11	10	11	96	96
COc1ccc(-c2csc(-c3cc4ccccc4oc3=N)n2)cc1	-42	93	94	92	92	-18	11	-2	6	94	95
